Source: PubChem
HCV inh: qHTS Assay for Inhibitors of Hepatitis C Virus (HCV); Huh7.5.1 HCVcc-Cre infection, luciferase reporter, 44 h; Potency, µM (titrated, usually from 41.8 µM), inactives show at the top dose activity change, negative = inhibition, usual class: inhibitors; hit rate 3.4% among 340,000; AID 651820, 2012; note: potency is the fitted concentration of half-maximal effect
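Cells (1,000/well) were plated 4 h before compound, then infected with HCVcc-Cre virus (~0.5 moi). After 44 h further culture, infection was read as luciferase luminescence following a 15 min substrate incubation at room temperature.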
Sm TGR block: qHTS Assay for the Inhibitors of Schistosoma Mansoni Peroxiredoxins. purified TGR, DTNB reduction, TNB absorbance 405 nm. hit rate 3% among 360,000. Potency, µM (doses to about 114 µM), for inactives: at the highest dose activity change, negative = inhibition, hits mostly inhibitors; note: potency is the fitted concentration of half-maximal effect; nearly all actives have a fitted effect of over 60% in size
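Kinetic colorimetric format: TGR-catalysed, NADPH-driven DTNB reduction monitored via TNB absorbance. Enzyme dispensed at 20 nM; compound exposure 15 min at room temperature before reaction start.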
AMA1 RON2 block: qHTS for Inhibitors of AMA1-RON; Towards Development of Antimalarial Drug Lead: Primary Screen | Plasmodium falciparum AMA1 (3D7) - RON2 peptide interaction | hit rate 0.2% among 360,000 | AID 720542, 2013 | Potency, µM (series often up to 58.2 µM), for the others: at the highest dose activity change, negative = inhibition, most hits filed as inhibitors | AlphaScreen AMA1-biotinylated RON2 peptide binding;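 note: potency is the fitted concentration of half-maximal effect; 0% = vehicle wells and -100% = peptide control; nearly all actives have a fitted effect of over 45% in size; some results filed as inactive show a strong effect at the top dose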
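AMA1 (3D7) with his tag at 25 nM final met compounds first, then biotinylated RON2 peptide at 25 nM; detection used donor plus acceptor beads, 10 µg/mL apiece, read by AlphaScreen after 30 min at room temperature.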
Giardia FBPA inh: qHTS Assay for Inhibitors of Fructose-1,6-bisphosphate Aldolase from Giardia Lamblia. A8B2U2. purified Giardia FBPA. Potency, µM (highest dose often 59.6 µM), inactives show top-dose activity, negative = inhibition, usual class: inhibitors. hit rate 0.71% among 290,000; note: potency is the fitted concentration of half-maximal effect; nearly all actives have a fitted effect of over 55% in size
Target sequence (A8B2U2 whole entry, looked up): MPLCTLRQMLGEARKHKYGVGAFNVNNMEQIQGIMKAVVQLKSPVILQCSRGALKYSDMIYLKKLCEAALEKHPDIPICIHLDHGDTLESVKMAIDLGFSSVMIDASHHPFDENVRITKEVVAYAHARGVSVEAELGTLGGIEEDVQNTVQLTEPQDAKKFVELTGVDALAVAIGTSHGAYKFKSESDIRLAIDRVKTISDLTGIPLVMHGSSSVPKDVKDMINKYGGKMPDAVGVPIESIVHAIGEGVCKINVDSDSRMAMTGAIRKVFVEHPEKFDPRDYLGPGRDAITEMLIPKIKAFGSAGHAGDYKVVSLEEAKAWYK
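40 nM FBPA preincubated 10 min at RT with compound (up to 57.5 uM final), then substrate plus GAPDH/TPI/NAD/arsenate coupling and diaphorase/resazurin added. Fluorescence read after 20 min at RT, 525/598 nm.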
HCMV antiviral: qHTS Assay for inhibitors of the human cytomegalovirus (HCMV); HFF cells, HCMV-luciferase reporter, 72 h; active compounds read low; activity change, negative = inhibition, % at 57.5 µM; hit rate 4.5% among 410,000; in the data active = activity change below about -60%; inconclusive = no clear call, values can overlap the other calls; inactive = above about -39%
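Compounds were evaluated in HFFs infected with an HCMV luciferase reporter virus (MOI 1 PFU/cell). Luciferase in lysates collected 72 h post infection served as the replication measure.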
AmpC detergent: qHTS Inhibitors of AmpC Beta-Lactamase (assay with detergent) | P00811 | AmpC hydrolysis of nitrocefin, absorbance 480 nm, 0.01% Triton | Potency, µM (highest dose often 114 µM), inactives show at the top dose activity change, negative = inhibition, usual class: inhibitors | hit rate 0.041% among 370,000 | AID 485294, 2010;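 note: potency is the fitted concentration of half-maximal effect; 0% = no-compound wells and -100% = no-enzyme wells; nearly all actives have a fitted effect of over 25% in size; some results filed as inactive show a strong effect at the top dose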
Target sequence (P00811 whole entry, looked up): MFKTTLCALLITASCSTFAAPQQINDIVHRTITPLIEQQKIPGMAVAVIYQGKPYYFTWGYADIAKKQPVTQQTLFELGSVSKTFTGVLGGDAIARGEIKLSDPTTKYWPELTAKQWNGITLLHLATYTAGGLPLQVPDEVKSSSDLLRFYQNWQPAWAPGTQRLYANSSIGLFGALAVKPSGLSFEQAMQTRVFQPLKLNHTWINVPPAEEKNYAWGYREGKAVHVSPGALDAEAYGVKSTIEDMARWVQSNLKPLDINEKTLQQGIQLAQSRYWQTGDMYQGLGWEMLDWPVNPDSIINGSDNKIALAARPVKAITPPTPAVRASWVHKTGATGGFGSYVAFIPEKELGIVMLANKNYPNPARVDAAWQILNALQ
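AmpC (5.3 nM in the dispensed reagent) in 20 mM phosphate pH 7.0 with 0.01% (detergent screen) or 0.0001% Triton X-100 was preincubated with compounds for 15 min at room temperature. Nitrocefin was then added from an 800 uM solution, and hydrolysis was followed at 480 nm.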
Active calls of the source: *; ? = inconclusive; / = no result given; & = joins results of further samples; [ ] = remark or other dose. Unless noted, calls come from the whole dose curve; as a rule, active = well fitted curve in the direction sought with a large enough effect; inconclusive = small, poorly fitted or top-dose-only effect, or another doubt; inactive = no such curve, though single readings can be large; an effect the other way counts as inactive or inconclusive. Unless noted, % is set by controls: 0 for no effect and ±100 for the full control effect. The order is random; 9.3% or so of the library scored in one or more.

Order of results: HCV inh, Sm TGR block, AMA1 RON2 block, Giardia FBPA inh, HCMV antiviral, AmpC detergent
CCN(CC(=O)Nc1ccc2c(c1)OCCO2)C(=O)c1cc(S(=O)(=O)N2CCOCC2)ccc1F
 : 19%, 4%, -14%, /, 3, -7%
COc1cccc(C2C(C#N)=C(N)N(N(C)C)C3=C2C(=O)CCC3)c1OC (configuration not stated)
 : 1%, 2%, 1%, -19%, -3, 2%
COc1ccccc1C(CNC(=O)CNC(=O)c1cccc(Cl)c1)N1CCCC1 (configuration not stated)
 : 6%, /, 2%, /, 4, /
Cc1ccc(-c2c(C(=O)N3CCN(c4ccc(F)cc4)CC3)oc(=O)c3ccccc23)cc1
 : /, 0%, /, /, -19, -4%
COc1cc(C(=O)Nc2ccc(-c3nc4cc(C)c(C)cc4o3)cc2)cc(OC)c1OC
 : /, 3%, /, /, 14, 15%
O=S(=O)(c1cccc2nonc12)N1CCN(c2cccc(Cl)c2)CC1
 : -3%, -20%, -24%, 2%, -26, -15%
COCCCC1CCN(C(=O)C2CCC(=O)N(CC3CCCCC3)C2)CC1 (configuration not stated)
 : /, -2%, 11%, /, 4, -13%
COc1ccc(-c2noc(CSc3ccccc3)n2)cc1OC
 : ?, 5%, -3%, -2%, 61, 3%
COc1ccc(/C=C\C(=O)Oc2cccc(/C=N/NC(=O)Cc3ccc(OC)c(OC)c3)c2)cc1
 : 0%, 2%, 1%, -1%, -30, -11%
COc1cccc(CC(=O)OC(C)C(=O)Nc2ccc(Cl)cn2)c1 (configuration not stated)
 : -9%, -2%, -4%, /, -1, -10%
CCOC(=O)C1=C(C)N(CC(C)C)C(=O)/C1=C\c1ccc(OCC(=O)Nc2ccccc2)cc1
 : -23%, -2%, -17%, 3%, -9, -8%
COc1ccccc1N1CCN(C2CCCN(C(=O)CCn3cncn3)C2)CC1 (configuration not stated)
 : 18%, -22%, -28%, 1%, 10, ?
COc1ccc(C(=O)Nc2cccc(/C=C(/CCC(=O)O)c3nc4ccccc4s3)c2)cc1
 : 11%, /, 8%, /, 48, /
N#Cc1ccccc1OCC(=O)NCc1ccccc1CN1CCCC1
 : ?, -3%, 10%, /, 0, 7%
Cc1cc(=O)[nH]c(-n2nc(C)c(Oc3ccccc3O)c2C)n1
 : -22%, 1%, 19%, 25%, 9, -22%
O=C(CN1C(=O)NC2(CCCCC2)C1=O)N1CCN(S(=O)(=O)c2ccc(F)c(F)c2F)CC1
 : 12%, -13%, -9%, /, -22, 0%
COC(=O)c1ccccc1S(=O)(=O)NCc1nc2nc(C)cc(C)n2n1
 : 5%, 1%, 18%, -5%, 43, -6%
O=C(NCc1cccs1)C1CCN(C(=O)N2CCOc3ccc(Cl)cc32)CC1
 : /, 3%, /, /, -5, 9%
CN(Cc1nc(-c2ccc(Cl)cc2)no1)C(=O)CCN1C(=O)[C@H]2CC=CC[C@H]2C1=O
 : ?, -11%, -4%, 3%, -21, -11%
CSC1SCC2C(=O)N(C)C(C(C)C)C(=O)OCC(NC(=O)c3cnc4ccccc4n3)C(=O)NC(C)C(=O)N(C)C1C(=O)N(C)C(C(C)C)C(=O)OCC(NC(=O)c1cnc3ccccc3n1)C(=O)NC(C)C(=O)N2C (configuration not stated)
 : ?, /, -16%, /, -99*, /
O=C1C(Cl)=C(N2CCCC2)C(=O)N1c1ccc(F)cc1
 : 13%, 50µM*, 20%, 5%, -14, ?
Cc1ccc(C2CC(=O)c3cnc(N4CCN(c5ccccc5)CC4)nc3C2)cc1 (configuration not stated)
 : -5%, 3%, 8%, 4%, 23, -10%
COc1ccc(-c2nn(-c3ccccc3)cc2C(=O)N(C)CC(=O)Nc2ccccc2Br)cc1
 : -21%, /, 21%, /, -3, /
Cc1ccc(SCc2[nH]nc3c2C(c2cccnc2)C(C#N)=C(N)O3)cc1 (configuration not stated)
 : 15%, -21%, -4%, -19%, 7, ?
O=C1CN=CN=CN1c1ccc(Cl)cc1Cl
 : 12%, 4%, 6%, 2%, ?, -3%
Cc1cc(C(=O)Nc2ccccc2Cl)c2ccccc2n1
 : 20%, 7%, 15%, 7%, -6, -15%
COc1ccc(CNC(=O)CCc2nc3cccnc3n2Cc2ccccc2)cc1
 : /, -3%, /, /, 12, -10%
CCn1cc(CN2CCN(CC(C)(C)C)C(CCO)C2)c2ccccc21 (configuration not stated)
 : -1%, -24%, ?, 1%, -3, ?
COC1=CC(=O)[C@@]2([C@@H]1O)[C@@H](Cl)C[C@]13C(OC)=C(OC)C(=O)C[C@]21CCN3C
 : 31%[activator], /, 11%, /, -14, /
CCOC(=O)c1c(-c2ccc(OC)cc2)csc1NC(=O)C1CCCO1 (configuration not stated)
 : ?, 1%, -8%, 3%, ?, 7%
CCCCOC(=O)Nc1nnc(COc2ccccc2)s1
 : 6%, 0%, -6%, 1%, 13, -5%
CCc1noc(C)c1C(=O)OCC(=O)NC(=O)c1ccccc1
 : 16%, -21%, -12%, 7%, 28, ?
Cc1ccccc1Nc1c(-c2ccc(Br)o2)nc2ccc(Cl)cn12
 : /, ?, /, /, -14, -3%
CC1(C)CCN2CCC(C)(C)c3c(O)ccc1c32
 : -24%, 2.8µM*, ?, ?, -91*, 4%
COCCNC(=O)c1ccc(C(=O)NCCOC)s1
 : 15%, -9%, -10%, -2%, -18, ?
CC(C)(CNC(=O)c1cc(=O)[nH]c2ccccc12)N1CCOCC1
 : 9%, 6%, 8%, 5%, -17, 0%
Cc1c2cnn(CC(=O)NCCN3CCOCC3)c(=O)c2c(C)n1Cc1ccccc1
 : 6%, -24%, 18%, -1%, 6, -12%
COCCn1c(C)cc(C(=O)COC(=O)c2ccc3c(c2)NC(=O)CS3)c1C
 : ?, -9%, -8%[2.32 µM], -9%, 6, -4%
Cc1cc(C)cc(NC(=O)c2cccc(N3CCCS3(=O)=O)c2)c1
 : /, 0%, /, /, 48, 2%
Cc1ccc(Sc2ccc(/C=C3/C(=O)NN(c4ccccc4)C3=O)o2)cc1
 : 16%, -34%, 0%, 2%, 0, 3%
CN(C)C(=O)N1CCCC(C(=O)NCc2ccc(F)cc2Cl)C1 (configuration not stated)
 : 13%, 12%, 3%, 18%, -1, ?
CCN1CCN(C(=O)c2cc(-c3ccc(Cl)s3)nc3ccccc23)CC1
 : -28%, ?, -13%, -3%, -4, 1%
CC(=O)Nc1cccc(NC(=S)Nc2cccc(Cl)c2C)c1
 : 14%, ?, 13%, -1%, 41, -9%
C[C@H](NC(=O)c1nc[nH]c1C(=O)N[C@H](C)c1ccccc1)C(=O)OC(C)(C)C
 : 13µM*, 7%, 34%[activator], ?, -1, 4%
CCCCN(C(=O)CSc1nncn1-c1ccccc1)c1c(N)n(Cc2ccccc2)c(=O)[nH]c1=O
 : 0%, -1%, 4%, 11%, -62*, -9%
CCN(CC)c1nc(SCC(=O)O)nc(N(CC)CC)n1
 : 5%, 7%, 32%[activator], ?, 31, 5%
COc1ccc(CNC(=O)c2ccc3c(c2)N(Cc2ccccc2)CCS3)cc1
 : /, -2%, /, /, -9, 1%
CCOC(=O)C(C)NC(=O)C1CCN(c2ncnc3c2nc2n3CCCCC2)CC1 (configuration not stated)
 : /, 2%, /, /, -85*, 11%
Cc1ccc(C)c(SCC(=O)N(C)CC(=O)Nc2ccc(N3CCOCC3)cc2)c1
 : -16%, -3%, -17%, /, -12, -17%
O=[N+]([O-])c1ccc(-c2cn(-c3ccc(Cl)cc3)c(=S)[nH]2)cc1
 : 20%, 0%, 2%, 7%, -14, -11%
CCC1=NN(C(=O)Cc2ccc([N+](=O)[O-])cc2)C(O)(c2ccncc2)C1 (configuration not stated)
 : 10%, /, 49%[activator], 2%, 88, 4%
CCOC(=O)C1CCCN(C(=O)c2cn(C)c3ccc(S(=O)(=O)N(C)C)cc3c2=O)C1 (configuration not stated)
 : 15%, ?, 1%, 7%, 1, ?
CCc1ccc(-n2c(-c3ccccc3)c(C)n3c4c(=O)n(C)c(=O)n(C)c4nc23)cc1
 : /, -4%, /, /, 2, -3%
Cc1cccc(NC(=O)C2CCCN(S(=O)(=O)c3cccc4nonc34)C2)c1 (configuration not stated)
 : 17%, -12%&-5%, 7%, 5%, -13&46, -5%&-5%
O=[N+]([O-])c1ccc(OCC(O)CNC2CCCC2)cc1 (configuration not stated)
 : -6%, -4%, ?, 4%, -7, 0%
O=C(CCc1ccncc1)N1CCCC(Nc2ccc(F)c(F)c2)C1 (configuration not stated)
 : 7%, -5%, -6%, /, 0, -1%
Cc1cccc(N(C(=O)CCC(=O)Nc2nccs2)C(C(=O)NC(C)(C)C)c2ccc(O)cc2)c1 (configuration not stated)
 : -13%, /, -8%, -2%, -19, 6%
CCOC(=O)c1c(NC(=O)CCCOc2ccc(C)cc2)sc2c1CCC(C)C2 (configuration not stated)
 : /, 9%, /, /, 5, 8%
COc1ccc(-c2cnn3c(N)c(S(=O)(=O)c4ccccc4)cnc23)cc1
 : -10%, 0%, 24%, 0%, -35, -15%
CCn1cc(/C=C(\NC(=O)c2ccccc2OC)C(=O)NCCCN2CCOCC2)c2ccccc21
 : 5%, -20%, -11%, -21%, -23, -10%

Remaining list, next part.
Order of results: HCV inh, Sm TGR block, AMA1 RON2 block, Giardia FBPA inh, HCMV antiviral, AmpC detergent
CC(C(=O)N1CCOCC1)N1C(=O)c2cccc3cccc(c23)C1=O (configuration not stated)
 : 13%, /, -1%, -2%, -6, 6%
CN(Cc1nc(-c2ccncc2)no1)S(=O)(=O)c1ccccc1
 : -4%, -1%, -2%, 15%, ?, -6%
c1n[nH]c(SCCCCSc2ncn[nH]2)n1
 : 7%, -23%, 0%, -27%, -29, -6%
CC(C)CN(C(=O)c1cccc([N+](=O)[O-])c1)c1c(N)n(CC(C)C)c(=O)[nH]c1=O
 : 13%, 4%, 11%, -6%, 31, 8%
Cc1ccc(Nc2cc(C(=O)NC3CCCC3)c3ccccc3n2)cc1C
 : /, 26%, /, /, -9, 1%
Nc1ccc2c3c(cccc13)-c1ccccc1-2
 : ?, /, 24%, /, 21, /
CCc1cc(Br)ccc1NC(=O)C1CCCO1 (configuration not stated)
 : /, 5%, 60%[activator], -1%, 16, ?
COc1ccc(CN2CCCN(CC(=O)Nc3cc(C)ccc3C)S2(=O)=O)cc1
 : /, -2%, /, /, -26, 19%

One compound at a time, as listed above. Order of screens: HCV inh, Sm TGR block, AMA1 RON2 block, Giardia FBPA inh, HCMV antiviral, AmpC detergent
`COCCNC(=O)c1ccc(C(=O)NCCOC)s1` is listed with 15%, -9%, -10%, -2%, -18, ?
`CC(C)CN(C(=O)c1cccc([N+](=O)[O-])c1)c1c(N)n(CC(C)C)c(=O)[nH]c1=O` is listed with 13%, 4%, 11%, -6%, 31, 8%
`CCN(CC)c1nc(SCC(=O)O)nc(N(CC)CC)n1` is listed with 5%, 7%, 32%[activator], ?, 31, 5%
`O=S(=O)(c1cccc2nonc12)N1CCN(c2cccc(Cl)c2)CC1` is listed with -3%, -20%, -24%, 2%, -26, -15%
